Compound activity from PubChem BioAssay.
DDE Tn6 FP inh = DD(E)-Tn6 binding inhibition, primary FP screen. Fibrin DD(E) TRITC-Tn6 fluorescence polarization displacement. inhibition, % at 8.3 µM. hit rate 0.21% among 370,000;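 active = inhibition above a per-campaign cutoff: mean of compounds within control limits plus 3 SD, cut at about 15% in these data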;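 note: 0% = median of all compound wells on the plate and 100% = blocking peptide control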
NPR1 activator = GC-A (human) enzyme activation | P16066 | HEK293 GC-A cells, cGMP TR-FRET, EC30 ANP; 0% at EC30 ANP, 100% saturating ANP | activation, % at 10 µM | hit rate 0.14% among 370,000; in the data active = activation above about 40%
proKLK7 act = activates the human kallikrein-7 zymogen; P49862; purified proKLK7, EDANS-DABCYL substrate fluorescence; 100% is mature enzyme control, 0% vehicle; activation, % at 7 µM; hit rate 0.9% among 370,000; AID 652039;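 active = activation above the mean of all tested compounds plus 3 SD, computed per campaign excluding outliers beyond control limits, cut at about 13% in these data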
GAA850 FXN act = increases GAA850 frataxin promoter reporter activity | AID 540364 | activation, % at 6 µM | hit rate 0.56% among 360,000 | HEK293 lucGAA850 FXN promoter luciferase reporter, 24 h; percent of 10 µM SAHA response;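 active = activation above the average of all compounds screened plus 3 SD, cutoff fixed separately per campaign, cut at about 7.5% in these data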;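 note: 0% = DMSO wells and 100% = 10 µM SAHA wells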
rCAG binder = molecules binding r(CAG) RNA repeats. r(CAG) RNA repeat, TO-PRO-1 dye displacement fluorescence. inhibition, % at 3 µM. hit rate 1.3% among 370,000;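 active = inhibition above the plate cutoff, the mean of all test compounds on that plate plus 3 SD, cut at about 35% in these data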;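 note: 0% = DMSO alone and 100% = 100 µM mitoxantrone as full dye displacement; higher means more dye released from RNA so lower well fluorescence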
HGIII-sPLA2 inh = Blocks human group III sPLA2 activity | Q9NZ20 | QFRET BODIPY PC-A2 liposome hydrolysis, fluorescence | inhibition, % at 12.2 µM | hit rate 0.56% among 370,000 | AID 743126;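 active = inhibition above mean plus 3 SD of compounds lying within the high and low control bounds, cut at about 19% in these data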;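 note: 0% = median of test compound wells and 100% = no enzyme DMSO wells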
ARFGAP1 inh = inhibits rat ARF GTPase activating protein 1. Q62848. hit rate 0.26% among 360,000. Arfgap1-stimulated ARF1 GTP hydrolysis, GDP FP detection. inhibition, % at 16.5 µM;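 active = inhibition above a per-plate limit, mean inhibition of low control wells plus 3 SD, cut at about 25% in these data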;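 note: 0% = DMSO wells with enzyme and 100% = wells lacking Arfgap1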
Target sequence (Q62848 1-136 limits assumed): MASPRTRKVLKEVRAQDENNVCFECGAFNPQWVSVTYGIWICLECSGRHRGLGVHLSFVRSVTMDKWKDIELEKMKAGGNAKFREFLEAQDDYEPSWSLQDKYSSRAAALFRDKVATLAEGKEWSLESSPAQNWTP
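system = rat Arfgap1 catalytic domain, aa 1-136 | technique = FP, GDP Alexa 633 tracer displaced from anti-GDP antibody, 620/688 nm | compound = one concentration, 16.5 µM, DMSO 1.26% | medium = HEPES-based buffer, pH 7.5 | timing = compound-enzyme preincubation 20 min, reaction 120 min, detection 60 min, 25 °C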
ADAM10 inh = ADAM10 inhibition, QFRET primary screen; O14672; AID 720582; recombinant ADAM10, EDANS/DABCYL FRET peptide cleavage, 3 h; inhibition, % at 7 µM; hit rate 0.62% among 370,000;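 active = inhibition above a per-campaign cutoff equal to the mean of compounds falling between control-based bounds plus 3 SD, cut at about 20% in these data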;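 note: 0% = DMSO wells while the 100% control is not disclosed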
Target sequence (O14672 214-748 limits assumed): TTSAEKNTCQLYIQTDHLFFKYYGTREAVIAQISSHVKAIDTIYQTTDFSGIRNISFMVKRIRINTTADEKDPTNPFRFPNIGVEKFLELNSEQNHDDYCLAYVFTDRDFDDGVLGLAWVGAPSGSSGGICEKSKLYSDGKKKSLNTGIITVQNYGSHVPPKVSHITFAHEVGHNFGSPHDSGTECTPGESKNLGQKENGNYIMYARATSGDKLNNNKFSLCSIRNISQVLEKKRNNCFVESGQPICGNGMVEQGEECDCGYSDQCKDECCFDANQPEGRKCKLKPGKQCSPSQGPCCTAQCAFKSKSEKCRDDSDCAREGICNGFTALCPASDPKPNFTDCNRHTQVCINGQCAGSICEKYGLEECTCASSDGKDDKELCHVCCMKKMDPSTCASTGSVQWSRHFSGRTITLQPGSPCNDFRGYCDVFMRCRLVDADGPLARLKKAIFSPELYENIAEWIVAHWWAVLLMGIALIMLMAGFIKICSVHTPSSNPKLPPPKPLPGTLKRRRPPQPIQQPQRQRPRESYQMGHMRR
NPR2 activator = GC-B (human) receptor activation | HEK293-GC-B cells, CNP EC30, cGMP TR-FRET; 0% at EC30 CNP, 100% saturating CNP | activation, % at 10 µM | hit rate 0.11% among 370,000 | AID 1920062;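 active = activation at 10 µM reaching about 35% in either raw or pattern-adjusted values, limit read from the data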
ASAP1 GAP inh = inhibitors of human ASAP1 ArfGAP activity; Q9ULH1; ASAP1-stimulated ARF1 GTP hydrolysis, GDP FP detection; inhibition, % at 16.5 µM; hit rate 0.19% among 360,000; in the data active = inhibition above about 25%;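 note: 0% = vehicle with enzyme and substrate and 100% = no enzyme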
Target sequence (Q9ULH1 325-724 limits assumed): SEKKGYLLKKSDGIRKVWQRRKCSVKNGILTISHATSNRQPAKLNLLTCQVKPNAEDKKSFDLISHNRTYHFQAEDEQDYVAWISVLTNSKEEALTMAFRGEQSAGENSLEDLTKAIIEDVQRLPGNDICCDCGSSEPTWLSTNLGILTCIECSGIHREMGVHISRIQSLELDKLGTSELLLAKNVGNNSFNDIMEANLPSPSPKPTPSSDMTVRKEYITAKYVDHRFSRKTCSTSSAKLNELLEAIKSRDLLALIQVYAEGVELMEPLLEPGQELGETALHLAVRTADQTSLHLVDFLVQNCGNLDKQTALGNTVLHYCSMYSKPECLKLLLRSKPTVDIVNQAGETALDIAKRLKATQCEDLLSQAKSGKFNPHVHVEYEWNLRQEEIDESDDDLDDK
An asterisk follows results filed as active; · = no result given.

SMILES	DDE Tn6 FP inh	NPR1 activator	proKLK7 act	GAA850 FXN act	rCAG binder	HGIII-sPLA2 inh	ARFGAP1 inh	ADAM10 inh	NPR2 activator	ASAP1 GAP inh
COc1ccc(-c2cc(-c3ccco3)[nH]c(=O)c2C#N)cc1OC	1	-4	-13	2.0	23	-3	9	-422	1	-1
Cc1ccc(N=Cc2c(C)[nH]n(-c3nc4ccccc4[nH]3)c2=O)cc1	4	2	-1.2	3.6	2	5	1	4	1	-5
O=C(NCc1ccco1)c1ccc2[nH]c(=O)c(=O)[nH]c2c1	6	0	2.9	-0.6	5	0	8	-160	-6	4
CC(C(=O)Nc1ccccn1)c1ccccc1 (stereo not given)	0	1	0.4	1.4	0	-1	2	0	9	0
CCc1ccc(OCC(=O)NNC(=O)c2cc3ccccc3o2)cc1	2	-4	-0.5	-0.1	-2	-5	5	8	0	16
Cc1ccccc1-n1nnnc1SCCCC(=O)c1ccc(F)cc1	-3	-4	0.1	-0.7	-4	-5	17	0	6	4
COc1ccc(C(O)c2nc(-c3ccc(Cl)cc3)cs2)cc1 (stereo not given)	-1	3	0.7	-0.6	2	-14	3	-3	-3	2
CCOC(=O)C1=C(CC)OC(N)=C(C#N)C1c1ccc(F)cc1F (stereo not given)	-2	3	-0.2	5.2	-1	-18	3	1	0	0
CN(c1ccccc1)S(=O)(=O)c1nnc(NC(=O)c2ccco2)s1	1	3	-0.2	-0.3	15	1	-12	48*	1	-7
CC(C(=O)N(C)CC(=O)Nc1ccccc1C(F)(F)F)N1C(=O)c2ccccc2C1=O (stereo not given)	-4	0	0.2	0.9	0	9	15	-20	3	-15
S=C(NC1CCCCC1)N1CCCCC1	4	0	0.0	3.3	-3	3	1	-6	1	-7
COc1ccc(-n2c(SCC(=O)Nc3ccc(C)c(Cl)c3)nc3ccccc3c2=O)cc1	-4	2	-0.5	·	16	14	·	-5	2	·
CSc1ccc(S(=O)(=O)Nc2c(C)cccc2C)cc1	4	-3	1.1	-1.0	1	-18	-1	15	-2	6
Cc1c(O)c(=O)n(-c2ccccc2)n1C	-6	-2	-0.1	0.3	2	-3	7	0	4	0
CCOc1ccc(NC(=O)CN(C)C(=O)CCc2ccccc2Cl)cc1OCC	4	-7	0.5	1.1	-1	-6	-1	5	3	-14
CCc1nc2ccc(C(=O)N3CCN(S(=O)(=O)CC)CC3)cn2c1N(C)C(=O)c1cccc(OC)c1	3	-1	0.1	0.8	5	8	-3	-25	5	-2
O=C(O)c1cc(N/N=C/c2ccc(OCc3ccccc3)cc2)ccc1Cl	0	4	0.1	5.4	13	-8	3	3	2	6
Cc1ccc(NC(=O)CN2CCN(c3ccccn3)CC2)c(Cl)c1	-14	-7	-0.3	1.6	1	-8	-2	9	-12	-15
COC(=O)/C(C#N)=C/c1c[nH]c2ccccc12	-3	3	0.1	4.6	1	-14	-6	-7	-2	-2
COc1cc(C(=O)NCC(=O)N2CCN(S(=O)(=O)c3ccccc3)CC2)cc(OC)c1OC	-5	0	0.3	-0.8	-2	2	-10	-3	3	7
CC1C(=O)N(Cc2cn(CCC3OCCCO3)nn2)CCS(=O)(=O)N1Cc1ccc(-c2cccc(CO)c2)cc1 (stereo not given)	-2	-1	-0.3	3.3	0	-4	0	-11	2	4
CN1CCN(C(=O)C2=C[C@H](c3ccc(C(F)(F)F)cc3)C[C@H](OCCCCO)O2)CC1	9	1	0.5	2.0	-3	3	2	0	-1	2
CCCCN1C(=O)C(=O)N(CC(=O)c2ccc3c(c2)OCO3)C1=O	-4	2	0.0	-0.2	2	-6	2	-2	-2	7
O=C(c1cccs1)N1CCCC(N2CCN(c3cccc(C(F)(F)F)c3)CC2)C1 (stereo not given)	-8	2	-0.8	1.7	-8	-3	-5	-3	-1	0
CC1=C(C(=O)OC(C)C)C(c2cccnc2)n2ncnc2N1 (stereo not given)	-4	3	-0.1	-0.7	2	0	5	4	7	0
O=C(Nc1cccc(S(=O)(=O)N2CCCCC2)c1)C1=NN(c2ccccc2)C(=O)CC1	-6	-5	0.3	1.1	11	-9	-12	-4	0	7
O=C(Nn1cnnc1)c1ccc([N+](=O)[O-])cc1	-7	-1	0.4	1.7	6	-5	7	1	-1	-13
COC(=O)c1cc(C)sc1NC(=O)CSc1ncccn1	5	-2	0.8	1.8	3	6	1	-8	-4	-1
CCn1c(SCC(=O)Nc2cc(C)on2)nnc1-c1ccncc1	0	-1	0.0	-0.6	-2	-2	20	-16	5	7
CN(C)CCCN1c2ccccc2CCc2ccc(Cl)cc21	0	-33	-0.4	-1.8	5	-8	3	-7	-23	-1

Part of the list above, with each value named:
> CCn1c(SCC(=O)Nc2cc(C)on2)nnc1-c1ccncc1
  DDE Tn6 FP inh = 0 | NPR1 activator = -1 | proKLK7 act = 0.0 | GAA850 FXN act = -0.6 | rCAG binder = -2 | HGIII-sPLA2 inh = -2 | ARFGAP1 inh = 20 | ADAM10 inh = -16 | NPR2 activator = 5 | ASAP1 GAP inh = 7
> CCCCN1C(=O)C(=O)N(CC(=O)c2ccc3c(c2)OCO3)C1=O
  DDE Tn6 FP inh = -4 | NPR1 activator = 2 | proKLK7 act = 0.0 | GAA850 FXN act = -0.2 | rCAG binder = 2 | HGIII-sPLA2 inh = -6 | ARFGAP1 inh = 2 | ADAM10 inh = -2 | NPR2 activator = -2 | ASAP1 GAP inh = 7

(cont.)
SMILES	DDE Tn6 FP inh	NPR1 activator	proKLK7 act	GAA850 FXN act	rCAG binder	HGIII-sPLA2 inh	ARFGAP1 inh	ADAM10 inh	NPR2 activator	ASAP1 GAP inh
COC(=O)c1cc(C(=O)OC)cc(N2C(=O)CC(NNC(=O)c3ccccc3Br)C2=O)c1 (stereo not given)	-14	-9	0.1	2.0	19	-17	-5	-4	3	10
Cc1ccccc1NC(=O)Cc1nc(COC(=O)c2cc([N+](=O)[O-])ccc2NCCO)cs1	-1	4	0.0	0.9	22	-50	21	12	-2	2
COc1ccc(-c2cc(=O)c3c(O)c(OC)c(O)cc3o2)cc1	0	-3	0.3	1.4	15	2	15	-18	-2	12
Cc1nc2ccccc2n1C(=O)c1ccc(Cl)cc1[N+](=O)[O-]	-10	-2	-0.5	1.1	-2	3	11	-9	9	9
O=C1CCC([N+](=O)[O-])C(c2ccc(C(F)(F)F)cc2)N1 (stereo not given)	1	0	-0.5	0.3	-1	-4	12	-2	-1	0
CS(=O)(=O)c1cc(C(=O)O)cc(NCc2ccccc2)c1Oc1ccccc1	1	3	0.7	0.8	12	-7	-6	-261	4	2
COc1ccc(OCc2cc(C(=O)N(C)Cc3nccn3C)no2)c2ccccc12	0	-5	0.0	3.1	3	-13	0	-13	-1	11
COCCCN(C(=S)NC(=O)c1ccc(Br)cc1)c1c(N)n(Cc2ccccc2)c(=O)[nH]c1=O	6	0	-0.2	2.1	8	4	4	-3	-1	4
COc1ccc(-c2csc3ncnc(N4CCN(c5cccc(OC)c5)CC4)c23)cc1	0	-4	0.3	-0.8	3	0	10	-6	-7	3
CC1(C)C=Cc2cc(-c3coc4cc(O)cc(O)c4c3=O)cc(O)c2O1	-5	-1	-0.5	1.1	15	-15	7	-4	-1	5
COc1ccc2oc(C(=O)N3CCN(C(=O)c4ccco4)CC3)c(C)c2c1	1	1	0.6	1.4	1	0	9	-16	-6	6
CC1(C)CN(O)CCN1O	-5	1	0.3	2.5	0	2	1	2	-1	-1
CCn1c(=O)c2sccc2n2c(CCCC(=O)N3CCN(c4ccccn4)CC3)nnc12	10	3	0.1	0.9	-6	1	-7	-7	-5	6
COc1ccc(OCC(=O)Nc2ccccc2C(=O)NC(C)C)cc1	-2	5	-0.2	2.7	-2	-3	4	-4	-3	2
Cc1ccc(-n2c(C(C)C)nc3oc4ccccc4c(=O)c3c2=O)cc1	0	-4	-0.7	-3.0	3	7	-6	3	-3	1
CN1CC(c2ccccn2)C2(SC(=S)N(Cc3ccccc3)C2=O)C12C(=O)Nc1ccccc12 (stereo not given)	-2	1	-0.3	1.7	2	1	-6	-2	-6	-1
COc1cc(OC)cc(C(=O)NNC(=O)C(=O)Nc2cc(OC)c(Cl)cc2OC)c1	-4	-5	0.1	-0.1	11	-8	-9	-3	3	16
CCOc1ccccc1Nc1nc(N)nc(CN(C)C2CCCCC2)n1	-1	-2	-0.5	-1.1	7	1	0	7	3	15
Oc1ccccc1/C=N/NC(=S)NCCc1ccccc1	3	12	-58	1.9	8	20*	-9	-16	5	-1
CCCn1c(SCC(=O)Nc2nc(-c3ccc(OC)cc3)cs2)nc2c1c(=O)n(C)c(=O)n2C	2	3	0.3	1.6	2	-1	3	0	4	9
CC1(C(=O)O)CCN1C(=O)c1cccc(OC(F)(F)F)c1 (stereo not given)	4	3	0.4	-1.6	2	-4	6	3	-7	18
COc1ccc(S(=O)(=O)NN(C)c2nc(C(F)(F)F)nc3ccccc23)cc1	-6	-4	-0.3	0.2	7	-7	7	5	-1	-2
Cc1snc(SCC(=O)N/N=C(\N)COc2ccc(F)cc2)c1C#N	1	-2	0.4	-0.1	-1	3	14	-4	-5	-2
COC(=O)Cc1cc(=O)[nH]c(/N=C(\N)Nc2ccccc2)n1	-5	0	-0.4	-2.8	3	-46	5	-1	6	13
C#CCN(C[C@H]1[C@H](OC(=O)NCc2ccc(OC)c(OC)c2)[C@H](OC(=O)NCc2ccc(OC)c(OC)c2)C[C@@H](C(=O)OC)[C@H]1C(=O)OC)S(=O)(=O)c1ccc(C)cc1	6	1	0.7	-0.8	11	-7	2	9	4	0
CCOc1ccc2nc(N3CCCC(C(=O)NCCCN4CCOCC4)C3)sc2c1 (stereo not given)	3	-2	0.0	5.2	0	0	-11	-5	7	-6
CCN(C(=O)CCS(=O)(=O)c1cccc2nsnc12)c1cccc(C)c1	2	-10	-0.3	-0.4	0	9	4	10	3	5
COCCN(CC(=O)NC1CCCCC1)C(=O)c1csnn1	-3	-2	0.1	-1.0	0	0	2	-5	-2	8
OCCN1CCN(c2cc(-c3ccc(CO)cc3)nc3ccnn23)CC1	1	0	12	-0.8	2	13	-12	-293	8	15
COc1ccc(NC(=O)CSc2nnnn2C2CCCC2)cc1S(=O)(=O)N1CCOCC1	-2	-3	0.0	1.1	6	2	12	-10	2	1
CC(C)CC(=O)NC(NC(=O)CC(C)C)c1cccc([N+](=O)[O-])c1	5	-3	-0.7	0.6	3	1	-3	-7	4	-3
COC(=O)[C@]12C[C@H](CC(=O)NCCC(C)C)C(=O)N(Cc3ccco3)C1=C[C@H](COCc1ccccc1)O[C@@H]2C	2	1	0.1	·	3	1	·	53*	-3	·
CC(C)C(NC(=O)OCc1ccccc1)C(=O)NC(Cc1ccc(O)cc1)C(=O)O (stereo not given)	-8	1	-0.6	0.0	2	-1	17	5	-3	-1
CC(C)Oc1ccc(/C(O)=C2/C(=O)C(=O)N(CCCn3ccnc3)C2c2cccnc2)cc1 (stereo not given)	4	6	-0.8	2.2	5	3	13	-1	2	8
O=C(CSc1nnc(-c2ccncc2)o1)NCc1ccccc1Cl	-3	2	0.3	1.3	1	1	-1	12	1	3
CN(C)CCCN1C(=O)C(O)=C(C(=O)c2cc3ccccc3o2)C1c1ccccn1 (stereo not given)	9	6	-0.8	2.5	3	-2	-7	6	3	3
